Bioassay records as filed in PubChem.
Pf growth 96h – Primary qHTS for delayed death inhibitors of the malarial parasite plastid, 96 hour incubation; P. falciparum luciferase reporter growth, 96 h; Potency, µM (doses to about 28.7 µM), inactives show at the highest dose activity change, negative = inhibition, most hits filed as inhibitors; 320,000 compounds, 6.9% hits; AID 504834, 2011; note: potency is the fitted concentration of half-maximal effect; % is set by controls: 0 for no effect and ±100 for the full control effect
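Parasite growth measured via integrated firefly luciferase reporter in P. falciparum. Infected erythrocytes at 2% hematocrit, 0.05% parasitemia final were treated 96 hours at 37 C under 5% CO2, and luminescence was read.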
AMA1-RON2 inh – qHTS for Inhibitors of AMA1-RON; Towards Development of Antimalarial Drug Lead: Primary Screen; AlphaScreen AMA1-biotinylated RON2 peptide binding; Potency, µM (top dose mostly 58.2 µM), without a hit: at the highest dose activity change, negative = inhibition, usual class: inhibitors; Plasmodium falciparum AMA1 (3D7) - RON2 peptide interaction; 360,000 compounds, 0.2% hits;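 note: potency is the fitted concentration of half-maximal effect; 0% = vehicle wells and -100% = peptide control; nearly all actives have a fitted effect of over 45% in size; some results filed as inactive show a strong effect at the top dose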
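AMA1 (3D7) with his tag at 25 nM final met compounds first, then biotinylated RON2 peptide at 25 nM; detection used donor plus acceptor beads, 10 µg/mL apiece, read by AlphaScreen after 30 min at room temperature.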
TbPYK inhibitor – qHTS of Trypanosoma Brucei Inhibitors | TbPYK enzyme, Kinase-Glo Plus ATP luminescence, 45 min | Potency, µM (titrated, usually from 76.8 µM), without a hit: top-dose activity, negative = inhibition, actives largely listed as inhibitors | 410,000 compounds, 0.12% hits; note: potency is the fitted concentration of half-maximal effect; % is set by controls: 0 for no effect and ±100 for the full control effect; nearly all actives have a fitted effect of over 50% in size
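TbPYK + substrate in 50 mM TEA pH 7.2, 100 mM KCl, 10 mM MgCl2, 0.05% BSA, 0.01% Tween-20; cpd pinned; ADP 130 uM final; 45 min RT; Kinase-Glo Plus 10 min; luminescence endpoint.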
Pf growth 48h – Primary qHTS for delayed death inhibitors of the malarial parasite plastid, 48 hour incubation. P. falciparum luciferase growth in erythrocytes, 48 h. Potency, µM (doses to about 28.7 µM), for inactives: at the highest dose activity change, negative = inhibition, hits mostly inhibitors. 310,000 compounds, 5.9% hits. AID 504832, 2011; note: potency is the fitted concentration of half-maximal effect; % is set by controls: 0 for no effect and ±100 for the full control effect
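Firefly luciferase activity from engineered P. falciparum reports growth; inhibitors lower the luminescent signal. Cultures contained 2% hematocrit erythrocytes at 0.1% final parasitemia.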
LmPK inh – qHTS Assay for Inhibitors of Leishmania Mexicana Pyruvate Kinase (LmPK) | 290,000 compounds, 0.37% hits | purified LmPK, Kinase-Glo ATP luminescence, 1 h | Q27686 | AID 1721, 2009 | Potency, µM (series often up to 57.5 µM), for inactives: at the highest dose activity change, negative = inhibition, actives largely listed as inhibitors; note: potency is the fitted concentration of half-maximal effect; % is set by controls: 0 for no effect and ±100 for the full control effect
Target sequence (Q27686 whole entry, looked up): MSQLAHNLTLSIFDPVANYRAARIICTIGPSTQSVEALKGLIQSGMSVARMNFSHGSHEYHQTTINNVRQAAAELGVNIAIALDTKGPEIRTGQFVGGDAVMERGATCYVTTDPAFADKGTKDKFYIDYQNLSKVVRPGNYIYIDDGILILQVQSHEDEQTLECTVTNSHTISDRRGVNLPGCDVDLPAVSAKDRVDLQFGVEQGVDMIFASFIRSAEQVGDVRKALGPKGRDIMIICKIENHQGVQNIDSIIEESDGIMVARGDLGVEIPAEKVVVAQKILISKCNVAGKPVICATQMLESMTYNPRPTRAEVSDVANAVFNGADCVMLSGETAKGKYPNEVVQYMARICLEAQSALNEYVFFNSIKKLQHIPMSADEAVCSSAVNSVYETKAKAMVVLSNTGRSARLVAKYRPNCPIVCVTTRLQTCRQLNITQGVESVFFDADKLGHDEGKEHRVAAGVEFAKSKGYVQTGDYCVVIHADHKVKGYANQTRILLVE
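In 50 mM imidazole pH 7.2 with 7 mM MgCl2, LmPK (0.1 nM) turned over PEP (0.5 mM) and ADP (0.1 mM) for 1 h at room temperature. Luciferase read-out of ATP.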
Cycloheximide cs – Cycloheximide Counterscreen for Small Molecule Inhibitors of Shiga Toxin. cell reporter, cycloheximide protein synthesis inhibition counterscreen. max response, %. 300,000 compounds, 12% hits. AID 2314, 2010; in the data active = max response mostly above about 13%, no sharp cut-off; inactive = mostly below about 14%; note: read at 38.3 µM for the half of the compounds with a filed dose; 0% is about no effect
Shiga inhibitor – A qHTS for Small Molecule Inhibitors of Shiga Toxin; Vero cells, Shiga toxin protein synthesis inhibition reporter; inhibition, % at 38.7 µM; 290,000 compounds, 9.2% hits; AID 2315, 2010; in the data active = inhibition mostly above about 28%, no sharp cut-off; inactive = mostly below about 43%; note: 0% is about no effect
* marks the source's active call; other numbers are inactive results; ? = inconclusive; . = no result given; [ ] = remark or other dose. Unless noted, calls come from the whole dose curve; as a rule, active = well fitted curve in the direction sought with a large enough effect; inconclusive = small, poorly fitted or top-dose-only effect, or another doubt; inactive = no such curve, though single readings can be large; an effect the other way counts as inactive or inconclusive.

compound,Pf growth 96h,AMA1-RON2 inh,TbPYK inhibitor,Pf growth 48h,LmPK inh,Cycloheximide cs,Shiga inhibitor
CCc1n[nH]c(=O)n1Cn1c(CC)n[nH]c1=O,10µM*,5%,0%,.,-4%,-4,-1
Nc1cccc2c1C(=O)N(C(=O)c1ccc(S(=O)(=O)N3CCCCCC3)cc1)C2=O,38%[activator],10%,0%,.,-10%,-3,-13
Cc1ccc(NC(=O)C2CCN(C(=O)c3ccccc3C)CC2)cc1,21%,-1%,-7%,-9%,1%,5,-8
C=CCOn1c(=O)c(-c2ccccc2)[n+]([O-])c2ccccc21,?,2%,5%,24%,-9%,2,1
COc1ccc(CNS(=O)(=O)c2ccc(-n3cnnn3)c(C)c2)cc1,-99%,-2%,-10%,-12%,-2%,-3,-8
Cc1ccc(-c2nn3c(C)nnc3s2)cc1NC(=O)c1ccco1,26%,-15%,5%,-3%,3%,-1,10
O=C(Nc1ccc(Cl)cc1F)c1ccc(-n2cncn2)cc1,103%[activator],-6%,2%,130%[activator],.,.,.
O=C(Oc1ccc(C(=S)N2CCOCC2)cc1)c1ccccc1F,-15%,0%,-3%,2%,-3%,-2,-6
CCOC(=O)c1ccc(Nc2c(OCC)c(=O)c2=O)cc1,?,4%,-6%,?,-4%,-4,-15
Cc1cc(C)c(NC(=O)c2c[nH]c(=S)n2-c2ccc(F)cc2)c(C)c1,-3%,44%[activator],7.9µM*,?,?,2,-4
CCn1cc(C(=O)N2CCN(c3ccccc3F)CC2)c(=O)c2ccc(C)nc21,38%[activator],-5%,0%,44%[activator],-6%,-3,-7
Cc1ccc(C2OC(=O)C=C2c2ccccc2)cc1 (centres undefined),0%,2%,9%,?,.,.,.
Cc1ccc(-n2c(Cc3ccccc3)n[nH]c2=S)cc1,.,45%[activator],?,6%,7.9µM*,-1,-12
CCOc1ccc(CCNC(=O)c2cccc(S(=O)(=O)N3CC(C)OC(C)C3)c2)cc1OCC (centres undefined),10µM*,-5%,0%,9.3µM*,.,.,.
O=C(Nc1cccc(S(=O)(=O)c2cccc(NC(=O)C3CC3)c2)c1)C1CC1,11%,5%,-10%,?,1%,-1,-6
Cc1ccc(-n2c(=O)cc(N3CCN(Cc4ccccc4)CC3)[nH]c2=O)cc1,7%,0%,-6%,8%,-1%,-3,16
Cc1oc2c(O)c(O)ccc2c(=O)c1-c1ccccc1,?,99%[activator],-13%,?,-13%,-2,-4
Cc1cc(C)nc(NC(=O)c2ccc(Cl)c([N+](=O)[O-])c2)n1,?,18%,-2%,?,8%,-1,-5
Cc1ccc(OCC(=O)NNC(=S)NC(=O)c2ccc(Br)o2)c(C)c1,6%,141%[activator],-14%,-8%,2%,-3,28
COc1nc(OCC#N)nc(N2CCCCC2)n1,?,3%,-2%,-5%,0%[11.5 µM],-6,-11

Single records, from the list above. Values in the order: Pf growth 96h, AMA1-RON2 inh, TbPYK inhibitor, Pf growth 48h, LmPK inh, Cycloheximide cs, Shiga inhibitor
COc1nc(OCC#N)nc(N2CCCCC2)n1 as listed: ?, 3%, -2%, -5%, 0%[11.5 µM], -6, -11
Cc1oc2c(O)c(O)ccc2c(=O)c1-c1ccccc1 as listed: ?, 99%[activator], -13%, ?, -13%, -2, -4
CCn1cc(C(=O)N2CCN(c3ccccc3F)CC2)c(=O)c2ccc(C)nc21 as listed: 38%[activator], -5%, 0%, 44%[activator], -6%, -3, -7

(listing goes on)
compound,Pf growth 96h,AMA1-RON2 inh,TbPYK inhibitor,Pf growth 48h,LmPK inh,Cycloheximide cs,Shiga inhibitor
COc1ccc2c(c1OC)c(=O)n1c3ccc(OC(C)C(=O)NCCCN4CCOCC4)cc3c3ccnc2c31 (centres undefined),4.1µM*,-5%,-2%,3.7µM*,-7%,-2,-7
CCOC(=O)c1c(C)[nH]c(C(=O)COC(=O)C2=NNC(=O)CC2)c1C,-4%,-26%,-6%,-5%,0%,15,21
CCOc1ccc(C(Nc2ccc(C)cc2)P2(=O)OCCCO2)cc1 (centres undefined),-24%,-4%,7%,.,3%,-4,-7
O=C(N1CCCC1)C(F)(F)Oc1ccc(F)cc1,-4%,14%,-3%,8%,-3%,14,32*
O=C(NC1C(=O)NNC1c1ccccc1)c1ccc(F)cc1 (centres undefined),20%,11%,-6%,37%[activator],-1%,29*,88*
COc1ccc(-c2cc(=O)oc3cc(OC(C)C(=O)O)ccc23)cc1 (centres undefined),15%,-5%,3%,8%,4%,-4,-23
O=C(c1ccco1)N1CCN(c2cc(C(F)(F)F)nc3ncnn23)CC1,13µM*,21%,6%,5%,-1%,-8,-14
CCCc1nnc(NC(=O)CCCC(=O)O)s1,13%,-14%,-9%,-9%,4%,-2,-6
O=C(O)C(O)Cc1c[nH]c2ccccc12 (centres undefined),0%,5%,0%,11%,-1%,-3,-2
CCC(=O)C(C#N)(c1ccc(OC)c(OC)c1)C(C)C (centres undefined),43%[activator],2%,-7%,22%,.,.,.
COC(=O)/C=C1\N/C(=N\c2nc(C)cc(C)n2)N(c2ccc(C)cc2)C1=O,?,-3%,-1%,?,-4%,-4,-11
CC1(C)Cc2[nH]c3ccccc3c2C(C)(C)N1,1%,-12%,1%,8%,-5%,-2,-2
COc1ccccc1CNC(=O)CCNC(=O)C1CCN(S(=O)(=O)c2ccccc2)CC1,17%,-7%,5%,?,1%,0,-4
CCN(CC)c1ccc(C(=O)OCC(=O)NCC2CCCO2)cc1 (centres undefined),26%,-5%,.,.,0%,-3,-8
CCCc1nc2c(s1)CCc1onc(-c3cccc([N+](=O)[O-])c3)c1-2,-4%,-14%,1%,-24%,.,.,.
CCOc1ccc(C(=O)NCc2ccco2)cc1Cl,?,2%,0%,?,-4%,5,16
Cc1ccc(N(CC(=O)NCc2ccco2)C(=O)CNS(=O)(=O)c2ccccc2)c(C)c1,22%,-4%,4%,?,1%,7,-8
Cc1ccnc(SCCn2c(N3CCN(Cc4ccccc4)CC3)nc3c2c(=O)[nH]c(=O)n3C)n1,?,0%,5%,.,0%,-1,-3
COCCCNC1CS(=O)(=O)CC1O (centres undefined),68%[activator],-4%,2%,-1%,-4%,-8,-8
Cc1ccc(-c2c3c(=O)n(C)c(=O)n(C)c3cn2Cc2ccccn2)cc1,.,6%,-16%,-10%,7%,17,21
CCOc1nc(NCCc2ccc(OC)c(OC)c2)nc(N2CCN(c3ccc(OC)cc3)CC2)n1,-18%,-2%,.,.,7%,-4,-9
Cc1ccc(OCC(=O)Nc2ccc(N3CCN(C(=O)c4ccco4)CC3)cc2)c(C)c1,124%[activator],-18%,-16%,?,10%,-1,-6
Cc1ccc(C(=O)NCC(=O)OCC(=O)Nc2ccc(Cl)cn2)cc1,-10%,-1%,-1%,-10%,.,.,.
Cc1ccc(NC(=O)Nc2cccnc2)cc1Cl,?,7%,-2%,?,8%,37*,63*
COc1ccc(NC(=O)c2ccc(S(=O)(=O)C(F)F)cc2)c(OC)c1,18%,3%,-6%,12%,3%,3,-8
CCN(c1ccccc1)S(=O)(=O)c1ccc(NC(=S)NC(=O)c2cccs2)cc1,?,94%[activator],-8%,?,0%,17,30*
C=CCNC(=O)c1cc(-c2ccccc2O)on1,43%[activator],13%,-2%,120%[activator],1%,60*,99*
Cc1cccc(N(CC(N)=O)S(C)(=O)=O)c1C,-6%,5%,-3%,12%,2%,-2,-7
c1cc(CNc2ccc3c(c2)OCCO3)ccn1,8%,9%,-8%,106%[activator],-3%,53*,83*
CC(=O)C(Cc1ccccc1)(Cc1ccccc1)C(C)=O,?,11%,-1%,-2%,-3%,0,-6
CN(C)/C=N/NC(=O)c1ccccc1Cl,-12%,-11%,-6%,-14%,-5%,-2,9
Cc1nc(NC(=O)c2ccncc2)sc1C(=O)N(C)C,?,7%,4%,22%,1%,10,-12
CS(=O)(=O)N1CCN(c2ccccc2NC(=O)c2ccc3ccccc3c2)CC1,?,-6%,5%,12µM*,1%,-4,-1
O=C(NCc1ccccn1)C1CCN(Cc2cnn(-c3ccccc3)c2-n2cccc2)CC1,.,1%,.,?,4%,10,10
CC1C[N+](=C2C=C(N3CCOCC3)CC(C)(C)C2)CC(C)O1 (centres undefined),12µM*,3%,-29%,?,8%,4,-4
COc1cccc(NC(=O)CN(C)C(=O)c2ccc(-n3cncn3)c([N+](=O)[O-])c2)c1,-23%,12%,-6%,?,.,.,.
CC1CCc2c(sc(NC(=O)CN3CCN(C(=O)c4ccco4)CC3)c2C#N)C1 (centres undefined),?,-2%,4%,?,0%,-1,-14
Cc1ccc(C)c(S(=O)(=O)NC(C)C(=O)Nc2ccc(-c3nc4ccccc4s3)cc2)c1 (centres undefined),71%[activator],7%,-1%,130%[activator],-1%,53*,83*
COCc1nc(-c2ccc(-c3ccccc3)nc2OC)no1,?,-2%,2%,142%[activator],-1%,64*,156*
COc1ccc(C(=O)c2coc3c2C(=O)C(=O)c2ccccc2-3)cc1,?,-23%,-3%,-47%,5%,33*,76*
CCCOc1ccc(C(=O)NCCC(=O)NCCCC(=O)O)cc1,-23%,-16%,4%,1%,4%,-2,16
CC(=O)Nc1ccc(NC(=O)CSc2nccn2Cc2ccco2)cc1,41%[activator],-1%,9%,41%[activator],0%,17*,60*
COc1ccc(CN(C)S(=O)(=O)c2nnc(NC(=O)c3cccc(F)c3)s2)cc1,56%[activator],-4%,-8%,14%,3%,1,-2
CCOC(=O)/C(C#N)=C/c1c(Oc2cccc(C)c2)nc2c(C)cccn2c1=O,18%,6%,-9%,15%,0%,-1,-9
CC1CN(C(=O)Nc2ccccc2)c2ccccc2-[n+]2ccsc21 (centres undefined),1%,6%,-6%,-4%,2%,-2,19
COc1cccc(-c2nc(CS(=O)(=O)CC(=O)NCCCN3CCc4ccccc4C3)c(C)o2)c1,14%,-6%,.,?,1%,-3,-15
Cc1cc(C)c2c(NC(=S)NC(=O)c3ccccc3)nn(C)c2n1,-3%,6%,0%,?,1%,8,-16
COc1ccc(N2C(=O)CC(N3CCCC4CCCCC43)C2=O)cc1 (centres undefined),180%[activator],6%,-1%,2%,-13%,-1,-3
O=C(Nc1ncccc1Cl)c1ccc2c(c1)OCCO2,20%,0%,-3%,310%[activator],?,32*,84*
c1ccc(C2=Nn3c(nnc3-c3ccncc3)SC2)cc1,5%,10%,0%,-5%,-1%,-2,-5
COc1ccccc1/C=N/NC(=O)c1csc(C)c1C,33%[activator],1%,0%,55%[activator],-1%,15*,39*
O=C(CCn1nnc2ccccc2c1=O)N[C@@H](Cc1ccccc1)C(=O)O,9%,-2%,-9%,.,1%,-2,1
